# PfM18AAP inh: PfM18AAP inhibitors, malaria aminopeptidase, primary screen, biochemical, QFRET, recombinant enzyme | M18 aspartyl aminopeptidase (Plasmodium falciparum 3D7) | H-Glu-NHMec fluorogenic cleavage | inhibition, % at 7.35 µM | 290,000 compounds, 1.2% hits | AID 1822, 2009;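 active means inhibition above the campaign mean inhibition over all tested compounds plus 3 SD, cut at about 28% in these data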;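 further: 0% = plate median of test compound wells and 100% = 2 mM ZnCl2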
# MEKK2mut PB1 HTS: MEK5 binding signal on mutant MEKK2 PB1, primary screen, biochemical, multiplex bead flow cytometry, Alexa488-MEK5 | Alexa488-MEK5 binding to MEKK2 mutant | 290,000 compounds, 0.35% hits | percent response, % at 10 µM; in the data active means percent response above about 24%, passing the limit was not always enough; further: inactives centre near 1; some results filed as inactive read as strong as hits; reference of the scale not given here
# NALP1 inh: NALP1 inflammasome inhibitors in reconstituted yeast, colorimetric, S. cerevisiae, triplicate retest; 280,000 compounds, 0.61% hits; AID 2071, 2009; inhibition, % at 10 µM; S. cerevisiae NALP1/ASC/caspase-1 growth, X-gal OD620, 72 h; in the data active means inhibition mostly above about 24%, no sharp cut-off; inactive means mostly below about 32%; further: some compounds called inactive have numbers as strong as hits
# UBC9 SUMO inh: inhibitors of in vitro SUMOylation cascade, primary screen, biochemical, HTRF, uHTS | 290,000 compounds, 0.36% hits | HTRF SUMOylation assay, SAE1/SAE2 + UBC9 | inhibition, % at 35 µM | AID 2006, 2009 | SUMO-conjugating enzyme UBC9 (Homo sapiens), P63279; in the data active means inhibition above about 50%, passing the limit was not always enough; further: strong numbers were not always called active
# Target sequence (P63279 whole entry, looked up): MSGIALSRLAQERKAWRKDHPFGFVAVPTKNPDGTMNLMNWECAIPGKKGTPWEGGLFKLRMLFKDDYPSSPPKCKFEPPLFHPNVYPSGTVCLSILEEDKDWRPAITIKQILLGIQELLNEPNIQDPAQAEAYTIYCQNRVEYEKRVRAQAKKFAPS
# MEKK3 PB1 HTS: modulators of MEKK3-MEK5 PB1 binding, primary screen, biochemical, wildtype MEKK3, multiplex bead flow cytometry, Alexa488-MEK5; binding response (% of control), % at 10 µM; bead-based flow cytometry, Alexa488-MEK5 binding to MEKK3; actives lie on both sides; 0 = blocked by unlabeled MEK5, 100 = vehicle; 290,000 compounds, 1.4% hits; AID 1529, 2009;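 active means binding response more than 3 SD above or below the average of its plate-row segment, actives on both sides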;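 further: Alexa488 bead fluorescence after subtracting the streptavidin-only scavenger bead signal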
# Target sequence (Q99759 whole entry, looked up): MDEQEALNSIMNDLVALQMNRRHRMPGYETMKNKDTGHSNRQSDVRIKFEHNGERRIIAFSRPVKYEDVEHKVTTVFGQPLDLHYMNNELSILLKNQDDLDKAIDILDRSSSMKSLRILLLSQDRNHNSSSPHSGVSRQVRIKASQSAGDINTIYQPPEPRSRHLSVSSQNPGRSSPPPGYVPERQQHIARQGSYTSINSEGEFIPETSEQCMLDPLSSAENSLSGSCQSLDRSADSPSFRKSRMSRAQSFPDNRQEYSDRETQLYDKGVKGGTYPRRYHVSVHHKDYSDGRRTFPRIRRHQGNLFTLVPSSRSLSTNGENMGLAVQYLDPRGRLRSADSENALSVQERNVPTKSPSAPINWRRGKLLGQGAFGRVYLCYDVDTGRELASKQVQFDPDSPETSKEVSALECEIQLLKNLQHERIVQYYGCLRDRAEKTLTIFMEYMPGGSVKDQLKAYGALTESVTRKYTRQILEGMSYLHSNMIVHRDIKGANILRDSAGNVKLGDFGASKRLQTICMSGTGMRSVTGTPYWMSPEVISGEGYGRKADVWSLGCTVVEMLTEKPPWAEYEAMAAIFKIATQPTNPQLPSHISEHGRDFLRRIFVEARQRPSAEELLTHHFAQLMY
# MEKK2 WT-MEK5: modulators of MEK5 binding to wildtype MEKK2, primary screen, biochemical, multiplex bead flow cytometry, Alexa488-MEK5; 290,000 compounds, 1.1% hits; binding response (% of control), % at 10 µM; Alexa488-MEK5 binding to MEKK2 WT; actives lie on both sides; in the data active means binding response below about 67% or above about 130%
# pCIP destab: p/CIP-EGFP fusion destabilizers, primary screen, fluorescence, F442A cells; 290,000 compounds, 0.01% hits; Q05BA5; 16 h; decrease of EGFP signal, % at 10 µM;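 active means EGFP signal decrease of at least 30% at 10 µM or well 3 SD below plate mean, unless failing retest; inactive means the rest, including hits failing retest or dose response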; further: some compounds called inactive have numbers as strong as hits; many of its hits are not listed in these tables
# IDE act: human IDE activators in live cells, primary screen, fluorescence polarization, HEK cells, FAbeta-B substrate | Insulin-degrading enzyme (Homo sapiens), P14735 | FAbeta-B cleavage; 0% vehicle, 100% cell-free pure enzyme wells | activation, % at 5.96 µM | 340,000 compounds, 0.073% hits;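 active means activation above the mean of all tested compounds plus 3 SD, set per screening campaign, cut at about 17% in these data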
# IDE cell inh: human IDE inhibitors in live cells, primary screen, fluorescence polarization, HEK cells, FAbetaB substrate | 320,000 compounds, 0.41% hits | FAbetaB cleavage | inhibition, % at 5.59 µM | Insulin-degrading enzyme (Homo sapiens), P14735;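 active means percent inhibition above the average of all tested compounds plus 3 SD, set per screening campaign, cut at about 16% in these data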;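 further: IDE supplied by intact live HEK cells; FP after avidin binding of uncleaved biotin substrate so inhibition keeps polarization high; 0% = DMSO wells and 100% = 60 µM reference IDE inhibitor Ii1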
# Active calls of the source: *; . = no result given. This is a subset; the hit share may differ from the screen's.
PfM18AAP inh	MEKK2mut PB1 HTS	NALP1 inh	UBC9 SUMO inh	MEKK3 PB1 HTS	MEKK2 WT-MEK5	pCIP destab	IDE act	IDE cell inh	SMILES
-3.6	-4.0	5.6	-1.8	101.0	100.0	3.9	3.1	-3.6	CCOc1ccc(Cl)cc1S(=O)(=O)NC1CCCC1
-6.6	-4.0	4.2	-0.7	101.0	103.0	7.8	-1.2	15.7	CN=c1sc(C(=O)Nc2ccccc2)c(C)n1C
-6.5	-39.0	-3.0	9.2	109.0	105.0	-2.2	3.3	2.6	CNCC(O)CN(c1ccccc1)c1ccccc1 (stereo not given)
4.6	0.0	12.6	-1.0	94.0	95.0	-13.0	-3.7	4.6	COc1ccc(/C=C(/NC(=O)c2ccco2)C(=O)N2CCOCC2)cc1
-0.4	-1.0	-12.7	13.1	98.0	97.0	-5.2	-1.9	3.5	c1ccc(C2=NCCCN2)cc1
-1.5	-2.0	.	4.9	97.0	95.0	-19.6	0.5	-5.4	COc1ccc(-c2cc(C(F)(F)F)nc(SCCC(=O)Nc3cc(C)on3)n2)cc1
4.8	-3.0	7.0	17.7	91.0	93.0	0.5	4.0	-1.8	CCOC(=O)CNC(=O)C1CCCN(c2ncccn2)C1 (stereo not given)
1.5	-1.0	38.0	40.5	98.0	96.0	-0.9	-1.3	-5.3	O=C(CN1C(=O)c2cccc3cccc(c23)C1=O)N1CCN(c2ccccn2)CC1
-0.8	2.0	0.6	7.9	99.0	98.0	7.1	1.4	9.8	Cc1ccc(N(CC(=O)NCc2ccc(F)cc2)S(=O)(=O)c2c(C)nn(C)c2C)cc1
-7.1	8.0	8.5	22.4	106.0	112.0	-14.6	5.5	7.0	COC(=O)C(C)N(C#N)c1nc(C)nc(C)n1 (stereo not given)
-4.4	15.0	1.0	11.2	106.0	109.0	4.1	-3.9	6.7	CCCn1c(N)c(C(=O)CSc2nc(C)cs2)c(=O)[nH]c1=O
-13.5	-2.0	23.4	1.9	95.0	93.0	0.0	-1.6	-1.2	O=C(/C=C/c1ccc(OC2CSC2)cc1)c1ccc(Cl)cc1
0.6	6.0	1.4	4.5	103.0	107.0	-0.4	0.3	-2.2	O=C(N/N=C/c1c(F)cccc1Cl)C(=O)N1CCCCCC1
1.3	-2.0	-12.8	21.3	96.0	94.0	-2.5	1.5	-0.2	Nc1nc2ncc(C(=O)c3cc(Cl)cc(Cl)c3O)cc2s1
1.7	1.0	24.6	3.3	103.0	104.0	-5.4	4.5	3.1	COc1cc(NC(=O)Cn2nc(C(F)(F)F)c(Br)c2C)cc([N+](=O)[O-])c1
-2.4	-1.0	-7.8	11.4	101.0	100.0	13.0	-3.9	-4.6	CCOc1ccc(C(=O)NCC(=O)OCC(=O)N2CCCC2)cc1
-2.2	-13.0	-6.1	9.4	84.0	84.0	-2.6	2.2	2.7	CCN(CC)C(=O)CSc1nnc(-c2ccc(F)cc2)n1N
6.5	13.0	6.5	8.9	104.0	106.0	-2.6	9.2	-0.4	O=C(CSCc1ccccc1)N1CCN(c2cccc(C(F)(F)F)c2)CC1
30.1*	15.0	6.1	27.2	102.0	108.0	-12.1	0.6	6.6	C=CCNC(=S)NNc1ncnc2sc3c(c12)CC(C)(C)OC3
-17.3	-8.0	2.1	0.2	93.0	89.0	1.0	3.7	-1.3	O=C(Cc1cccs1)N(CC1CCCO1)C1(C(=O)NC2CCCC2)CCCCC1 (stereo not given)
0.3	0.0	-7.7	3.2	97.0	96.0	-9.5	-0.1	2.9	Cc1cc(C)nc(-n2ncc(C#N)c2N)n1
-8.8	-3.0	21.9	0.9	90.0	90.0	-18.7	3.7	3.7	Cc1nn(-c2ccccc2)c(C)c1/C=N/NC(=O)CSc1nnc(SCc2ccccc2Cl)s1
10.2	9.0	-3.1	22.7	104.0	110.0	-10.7	0.7	-2.4	Cc1ccc2nc3c(cc(C(=O)NCCc4ccccc4)c(=N)n3CCCN3CCOCC3)c(=O)n2c1
2.9	1.0	22.4	17.5	114.0	103.0	-14.3	6.5	0.1	CCSc1nnc(NC(=O)Cc2cc(OC)c(OC)c(OC)c2)s1
26.9	6.0	-2.6	-5.6	105.0	104.0	-4.8	-0.9	3.0	COc1ccc(-c2cc(=O)oc3c(O)c(O)ccc23)cc1
-1.3	6.0	17.5	9.8	98.0	98.0	-0.5	9.7	-0.5	Cn1c(=O)cc(-c2ccccc2)c2ccccc21
1.9	4.0	.	24.2	102.0	96.0	-14.9	.	-13.3	O=C(CC(CC(=O)c1ccc(Br)cc1)c1cccnc1)c1ccc(Br)cc1
15.8	5.0	-2.5	-10.6	84.0	89.0	-2.1	-1.8	-2.4	CN1CCN(c2cc(N3CCN(C(=O)c4ccco4)CC3)c3c4c(onc24)-c2ccccc2C3=O)CC1
-4.4	1.0	5.2	16.0	105.0	107.0	-7.3	6.1	3.1	Cc1cccc(C)c1NC(=O)N1CC(C)OC(C)C1 (stereo not given)
0.6	0.0	31.3	1.8	102.0	118.0	-7.7	2.3	-4.1	Cc1cc(C)c([N+](=O)[O-])cc1NC(=O)CCSc1ccccc1Cl
-6.2	-5.0	12.5	-1.4	92.0	93.0	2.9	-0.8	4.5	O=C(N/N=C/c1c(Cl)cccc1Cl)c1ccccc1F
4.8	8.0	-1.1	2.1	106.0	104.0	-3.3	4.8	0.3	CC(C)(C)OC(=O)NCCCC[C@@H](C(=O)N1CCN(C(=O)OC(C)(C)C)CC1)n1cc(C(CO)NC(=O)OC(C)(C)C)nn1 (stereo not given in full)
-0.5	-3.0	16.4	26.0	91.0	89.0	-7.0	.	-0.9	Cc1ccc2nc(-c3ccc(N)cc3)sc2c1
-16.2	2.0	31.9	2.2	98.0	109.0	-3.0	-5.0	-3.0	Cc1cc(S(=O)(=O)Nc2ccc(C(=O)NCC(c3ccco3)N3CCCC3)cc2)ccc1F (stereo not given)
4.1	13.0	26.7	13.0	105.0	100.0	-19.2	-1.6	0.7	COc1ccc(CCC(=O)Nc2ncc(C)s2)cc1
-0.7	-1.0	7.4	-11.1	102.0	99.0	3.4	3.0	-5.7	CCCC[C@H]1COCCS(=O)(=O)N1Cc1ccc(Br)cc1
-7.6	-2.0	19.4	4.4	98.0	100.0	-10.2	2.1	11.2	CC(/C=N\N1CCN(Cc2ccc(C)cc2)CC1)=C\c1ccccc1
7.2	0.0	14.2	7.6	97.0	102.0	-18.4	-0.7	3.2	NS(=O)(=O)c1ccc(NC(=O)COc2ncnc3c2cnn3-c2ccccc2)cc1
1.3	5.0	3.0	0.9	111.0	121.0	1.1	-4.0	3.3	O=C(COc1ccc(Br)cc1)NCCN1CCCC1
7.6	-8.0	-21.1	2.5	98.0	87.0	-8.6	5.2	3.9	CN(C)/N=C/c1ccc(OC(=O)c2cccc([N+](=O)[O-])c2)cc1
-7.6	2.0	16.8	9.5	98.0	98.0	-11.5	2.2	-1.9	O=C(CNCc1ccc(F)cc1)Nc1ccc(S(=O)(=O)N2CCOCC2)cc1
-0.8	6.0	22.8	3.8	110.0	112.0	-6.6	-1.5	3.5	O=C(CS(=O)(=O)c1cn(CC(=O)N2CCOCC2)c2ccccc12)Nc1ccccc1
-6.6	3.0	21.4	31.1	97.0	102.0	-8.6	2.7	-2.9	CC(=O)Nc1ccc(OC(=O)c2cccs2)cc1
6.2	3.0	-8.4	6.1	107.0	103.0	-1.2	5.8	3.0	CCN(CC)S(=O)(=O)c1ccc(F)c(C(=O)NCCC(C)C)c1
-4.0	6.0	3.1	32.5	98.0	103.0	-8.5	0.0	3.4	CCCCC(=O)Nc1ccc2c(c1)C(=O)NC2=O
-5.7	7.0	-4.2	13.2	104.0	106.0	-9.5	1.5	-1.1	COc1ccccc1NC(=O)CC(=O)c1cccc([N+](=O)[O-])c1
1.8	5.0	10.3	7.2	103.0	99.0	-8.4	3.9	2.0	Cc1ccc(C2=NS(=O)(=O)N(C)C(C(=O)Nc3cc(C)n(CC(=O)N4CCC(C)CC4)n3)=C2)cc1
-2.0	-4.0	20.6	6.7	105.0	101.0	2.4	-0.4	-2.8	Cc1cccc(NC2SC(=O)NC2=O)c1 (stereo not given)
-4.3	3.0	4.2	-2.3	107.0	109.0	0.4	7.6	-2.4	CSCCC(N=C1NS(=O)(=O)c2ccccc21)C(=O)NCCc1ccccc1 (stereo not given)
6.2	7.0	4.7	4.1	107.0	107.0	-17.3	-0.2	2.8	COc1cc(OC)c(OC)cc1CN1CCCC(C(=O)N2CCCC2)C1 (stereo not given)
8.1	-1.0	22.9	15.0	96.0	101.0	2.2	-3.7	1.9	Cc1occc1-c1nnc(SCC(=O)Nc2nc(C(C)(C)C)cs2)o1
-4.5	1.0	-1.9	32.6	98.0	101.0	13.6	-5.3	2.5	CC(C)(C)NC(=O)CN(C(=O)C1(C)CC(=O)N=C2C=CC=CN21)C1CCCC1 (stereo not given)
9.2	27.0*	-7.4	14.8	102.0	105.0	4.6	-6.8	-0.3	Cn1c(=O)[nH]c(=O)c2c1nc(SCC(=O)O)n2Cc1ccccc1
1.5	3.0	-16.4	-14.9	97.0	102.0	2.1	1.5	6.3	C/C(=C\c1cccc(Br)c1)C(=O)c1c(C)cc(C)[nH]c1=O
5.7	-2.0	33.8	14.1	100.0	95.0	-9.4	.	4.8	O=[N+]([O-])c1ccc(C2Oc3ccccc3C3CC(c4ccccc4)=NN32)s1 (stereo not given)
6.0	4.0	.	8.5	103.0	101.0	-8.3	0.1	0.8	COC(=O)c1ccc(C)c(NS(=O)(=O)c2ccc3c(c2)OCCO3)c1

# Marked active in PfM18AAP inh, among the entries above:
PfM18AAP inh	MEKK2mut PB1 HTS	NALP1 inh	UBC9 SUMO inh	MEKK3 PB1 HTS	MEKK2 WT-MEK5	pCIP destab	IDE act	IDE cell inh	SMILES
30.1*	15.0	6.1	27.2	102.0	108.0	-12.1	0.6	6.6	C=CCNC(=S)NNc1ncnc2sc3c(c12)CC(C)(C)OC3

# Full records from above. Order of screens: PfM18AAP inh, MEKK2mut PB1 HTS, NALP1 inh, UBC9 SUMO inh, MEKK3 PB1 HTS, MEKK2 WT-MEK5, pCIP destab, IDE act, IDE cell inh
# `COC(=O)c1ccc(C)c(NS(=O)(=O)c2ccc3c(c2)OCCO3)c1` is listed as 6.0, 4.0, ., 8.5, 103.0, 101.0, -8.3, 0.1, 0.8
# `Cn1c(=O)[nH]c(=O)c2c1nc(SCC(=O)O)n2Cc1ccccc1` is listed as 9.2, 27.0*, -7.4, 14.8, 102.0, 105.0, 4.6, -6.8, -0.3

# Going on with the list:
PfM18AAP inh	MEKK2mut PB1 HTS	NALP1 inh	UBC9 SUMO inh	MEKK3 PB1 HTS	MEKK2 WT-MEK5	pCIP destab	IDE act	IDE cell inh	SMILES
-1.3	2.0	5.8	-11.2	105.0	107.0	4.6	2.7	-1.4	CNS(=O)(=O)c1cccc(C(=O)OCC(=O)NCCCc2ccccc2)c1
-0.1	-10.0	40.2	-7.6	92.0	85.0	1.8	6.0	-2.0	CCc1ccccc1NC(=O)CCN1C(=O)C2C3CCC(C3)C2C1=O (stereo not given)
-0.6	0.0	16.1	16.5	102.0	101.0	0.2	3.5	3.0	O=C(NCCCN1CCOCC1)C(c1ccccc1)c1ccccc1
-18.7	0.0	3.5	30.7	98.0	97.0	-5.7	3.1	-3.9	Cc1ccc(-n2c(SCC(=O)OC(C)C)nnc2-c2ccccn2)cc1
